b-catenin transl – modulators of beta-catenin nuclear translocation; hit rate 0.3% among 190,000; nuclear translocation activity, % at 5 µM; AID 1665; HeLa beta-catenin nuclear translocation, immunofluorescence imaging;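 active = nuclear translocation activity above 50% at 5 µM, with a well cell count of 50 or more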;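 also: per-cell ratio of nuclear to cytoplasmic median beta-catenin stain intensity; plate controls were DMSO negative control for no effect and GSK-3 inhibitor IX positive control for full effect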
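System: Human HeLa cells, endogenous beta-catenin | Compound dosing: 5 µM primary, 0.02–20 µM confirmation | Timing: 24 h compound exposure at 37°C, 5% CO2 | Measured by: Fluorescence imaging of beta-catenin antibody stain plus DAPI | Read-out basis: % activation of per-cell nuclear versus cytoplasmic median beta-catenin signal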
T cell HTS – T cell immune modulators affecting CD8 T cell-vesicle binding; 2C CD8+ T cell-vesicle binding, flow cytometry; active compounds read low; calls only at 7 µM; hit rate 0.068% among 330,000;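 active = response, share of CD8 T cells binding vesicles, and their 90th percentile fluorescence all below set limits, cut at about 80% in these data, passing the limit was not always enough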
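Test system: purified 2C TCR transgenic mouse naive CD8+ T cells. Probe or stimulus: QL9-peptide-loaded Drosophila micro-vesicles bearing Ld, ICAM-1 and B7-1. Incubation: binding step 1.5 h, 37 °C, antibody labelling 20 min, ice. Measured by: flow cytometry of vesicle-bound cells.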
WT yeast gro inh – growth inhibition of WT yeast, mitochondrial fusion screen; mitochondrial fusion phenotypic screen, WT strain; inhibition, % at 10 µM; hit rate 2.1% among 190,000; AID 1362; in the data active = inhibition above about 58%; tested in S. cerevisiae
Yfh1-depleted yeast – enhancers of respiration in Yfh1-depleted yeast, dose response, Friedreich's ataxia, plus single-dose screen (AID 1465); S. cerevisiae Yfh1-off respiration, WST-1 reduction, 72 h; higher fold induction means a stronger effect; fold induction at 50 µM, or EC50 in µM where a hit was titrated; hit rate 0.074% among 220,000;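 active = fold induction of absorbance versus untreated yeast above a set limit, then at least 30% activation at any dose in follow-up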;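 also: activators that raise dye reduction in frataxin-depleted yeast; strong numbers were not always called active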
WT yeast gro inh mutant strain – also measured in WT yeast gro inh; calls as there; inhibition, %; mitochondrial fusion phenotypic screen, mutant strain inhibition
b-catenin transl cell count 5 µM – also measured in b-catenin transl; calls as there; cell count; measured here: cell count, cytotoxicity flag
T cell HTS vesicle-bound % – recorded beside T cell HTS, whose call it bears; double positive events, %; measured here: CD8+ vesicle-bound cell fraction;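 binding gate set so that unloaded-vesicle control wells show 10% double positive cells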
* = called active by the depositor; i = inactive; · = not tested or not shown; & = joins results of further samples. A portion of the library; rates above refer to the full screens.

SMILES	b-catenin transl	T cell HTS	T cell HTS vesicle-bound %	WT yeast gro inh	Yfh1-depleted yeast	others
CCOC(=O)CN1C(=O)N(CC(=O)OCC)C(c2ccccc2)(c2ccccc2)C1=O	·	i	42	·	·
Cc1ccccc1C(=O)c1cccn1CC(=O)N1CCCCC1	·	i	50	·	·
Cc1nn(CC(=O)NCC2CCCO2)c(=O)c2cc3ccccc3n12 (stereo unspecified)	·	i	11	·	·
CCOc1ccc(C(=O)Nc2nnc(SCC(=O)NCC3CCCO3)s2)cc1OCC (stereo unspecified)	·	i	34	·	·
c1ccc(Sc2ccccc2CN2CCCC2)cc1	·	i	31	·	·
Cc1cccc(S(=O)(=O)Nc2nc3ccccc3nc2OC(C)C)c1	·	i	62	·	·
O=C(COC(=O)COc1ccccc1)NC12CC3CC(CC(C3)C1)C2	·	i	29	·	·
CCC(CC)C(=O)NCCc1cc2ccc(C)c(C)c2[nH]c1=O	-1.0	·	·	13	·	WT yeast gro inh mutant strain=-1;b-catenin transl cell count 5 µM=1067
CCCCn1c2nc3ccccc3nc2c2c(=N)oc(C)nc21	0.7	·	·	10	·	WT yeast gro inh mutant strain=-4;b-catenin transl cell count 5 µM=1150
Cc1cccn2c(=O)c3cc(C#N)c(=NC(=O)c4ccccc4)n(Cc4ccco4)c3nc12	·	i	27	2	·	WT yeast gro inh mutant strain=10
CC(C)NS(=O)(=O)c1ccc(NC(=O)c2cccnc2)cc1	·	i	29	20	·	WT yeast gro inh mutant strain=7
COc1cccc(N2[C@@H](CC(C)=O)c3cc(C(F)(F)F)ccc3S2(=O)=O)c1	·	i	41	·	i
CCOC(=O)c1ccccc1NC(=O)c1c(N)n(C)c(=O)[nH]c1=O	·	i	34	·	i
CCOC(=O)C[C@H]1c2ccccc2S(=O)(=O)N1Cc1cc(OC)c(OC)c(OC)c1	·	i	44	·	i
COC(=O)CCC(=O)OC1(C)C(=O)C2=CN(Cc3ccco3)C(c3ccc(OC)cc3)=CC2=C(Br)C1=O (stereo unspecified)	·	i	15	·	i
CCC(C)[C@H]1CN=C(N)N1CC1CCCCC1 (stereo partly specified)	·	i	6	·	i
COc1ccc(C2=CC3=CC(=O)C(C)(O)C(=O)C3=CO2)cc1 (stereo unspecified)	·	i	17	·	i
CCC1(CC)C(=O)C2=C3C1[C@H](C(=O)OC)C=C(C(=O)OC)C[C@H]3[C@H]1C(=O)N(CC(=O)OC)C(=O)[C@H]1[C@H]2C (stereo partly specified)	·	i	36	·	i
NC(=O)c1ccccc1N	·	i	32	·	i
Cc1cc(C)cc(SCc2noc(C(=O)NCCC(C)C)c2C(=O)NCCC(C)C)c1	·	i	28	·	i
O=C(NCc1nc2ccccc2[nH]1)C1=C[C@H](C2CCCCC2)C[C@H](OCCCCO)O1	·	i	10	·	i
CCOC(=O)c1cc(-c2ccccc2)nn1CC1CC(c2cccc([N+](=O)[O-])c2)=NO1 (stereo unspecified)	·	i	14	·	i
Clc1ccc2nsnc2c1NC1=NCCN1	·	i	67&38	·	i
O=C(NCCNCCO)C1(C(F)(F)F)C/C(=C\Cc2ccccc2)CCCO1 (stereo unspecified)	·	i	22	·	i
Cc1ccc(C2=NOC(C)(c3nnc(-c4cccc(Cl)c4)o3)C2)cc1 (stereo unspecified)	·	i	38	·	i
Nc1ccccc1C#Cc1cnccn1	·	i	34	·	i
COCc1c(C(C)C)nc(C(C)C)c(/C=C/[C@@H](O)C[C@@H](O)CC(=O)O)c1-c1ccc(F)cc1	·	i	12	·	i
COc1ccc2c(c1)c(CCNNC(=O)C(C)(C)C)c(C)n2C(=O)c1ccc(Cl)cc1	·	i	19	·	i
COc1ncccc1-c1nnn(-c2ccccc2Br)n1	·	i	36	·	i
CC1(c2nnc(-c3ccncc3)o2)CC(c2cccnc2)=NO1 (stereo unspecified)	·	i	42	·	i
CCOC(=O)C[C@H]1c2ccc(C(F)(F)F)cc2S(=O)(=O)N1C1CCCC1	·	i	3	·	i
CCCCCN=C(N)N/N=C/c1c[nH]c2ccc(OC)cc12	·	i	62	·	i
OCCCn1c(C2CCCN2c2nc(-c3ccc(Cl)cc3)cs2)nc2cc(Cl)c(Cl)cc21 (stereo unspecified)	·	i	11	·	i
COC(=O)C1=C[C@@H](C(=O)OC)C2C3=C(C(=O)C24CCCCC4)[C@H](C)n2c(=O)n(C)c(=O)n2[C@@H]3C1 (stereo partly specified)	·	i	34	·	i
CC(=O)[C@@H]1[C@@H](C)N(Cc2ccccc2)C(=O)N[C@H]1c1ccccc1	·	i	35	·	i
C[C@H]1C=C(C(=O)O)O[C@@H](OCc2ccc(CO)cc2)C1	·	i	38	·	i
COc1ccc(C#Cc2c(-c3ccc(OC)cc3)oc3ccc(-c4ccc5c(c4)OCO5)cc23)cc1	·	i	45	·	i
C[C@@H](NC(=O)C(=O)c1c[nH]c2ccccc12)c1ccccc1	·	i	22	·	i
COC(=O)[C@H]1[C@H](CCc2ccccc2)NC(=O)N(Cc2ccccc2)[C@@H]1C	·	i	23	·	i
CCOC(=O)/C=C/c1ccccc1S(=O)(=O)NC(C)(C)C	·	i	15	·	i
CCOC(=O)c1ccc(NC(=S)Nc2ccccc2N)cc1	·	i	26	·	i
COC(=O)C[C@H]1c2cc(C(F)(F)F)ccc2S(=O)(=O)N1Cc1ccccc1	·	i	16	·	i
Cc1ccc(C(C)C)c(O)c1	·	i	23	·	i
O=C1CC2(CCCCCC2)Oc2ccc(Cl)cc21	·	i	20	·	i
C=CCNC(=O)c1onc(CSc2ccc(F)c(F)c2)c1C(=O)NCC=C	·	i	26	·	i
CCN1C(=O)N[C@H](c2ccccc2)C(C(C)=O)=C1C	·	i	47	·	i
COC(=O)C1=C[C@@H](C(=O)OC)[C@@H]2C3=C(C(=O)C2(C)C)[C@H](c2ccccc2)[C@@H]2C(=O)N(C)C(=O)[C@@H]2[C@@H]3C1	·	i	19	·	i
OCCNc1nc(Nc2cc(Cl)ccc2OC2CCCC2)nc(N2CCCC2)n1	·	i	58	·	i
COc1c(CC=C(C)C)cc(C2CC(=O)c3c(O)cc(O)cc3O2)c(CC=C(C)C)c1O (stereo unspecified)	·	i	26	·	i
C#Cc1ccc([C@H]2C=C(C(=O)NCc3nc4ccccc4[nH]3)O[C@@H](OCC)[C@@H]2CCCO)cc1	·	i	9	·	i
CCOC(=O)c1cccc(NC(=O)c2ccc(F)cc2F)c1	·	i	22	·	i
CC1CCN=C(N)S1 (stereo unspecified)	·	i	24	·	i
CCOC(=O)CN1C(=O)N[C@@H](c2ccccc2)[C@H](C(C)=O)[C@H]1C	·	i	21	·	i
CCOC(=O)C[C@H]1c2cc(F)ccc2S(=O)(=O)N1C(C)(C)C	·	i	48	·	i
COC(=O)C1N[C@@H]([C@@H](NC(=O)COc2ccccc2)C(=O)NC2CC2)SC1(C)C (stereo partly specified)	·	i	18	·	i
OCCOCCn1c(C(CO)Nc2nc(-c3ccccc3Br)cs2)nc2ccccc21 (stereo unspecified)	·	i	11	·	i
CCOC(=O)C[C@H]1c2ccc(C(F)(F)F)cc2S(=O)(=O)N1c1cccc(OC)c1	·	i	28	·	i
O=[N+]([O-])c1cc(-c2csc(NCCc3nc4cc(Cl)c(N5CCCCC5)cc4n3CCCO)n2)ccc1Cl	·	i	42	·	i
COCCNc1nc(C)cc(-c2cc(C(=O)Nc3ccccc3)on2)n1	·	i	20	·	i
OCCNc1nc(Nc2ccc(Cl)cc2)nc(N2CCCC2)n1	·	i	8	·	i
Continuation:
SMILES	b-catenin transl	T cell HTS	T cell HTS vesicle-bound %	WT yeast gro inh	Yfh1-depleted yeast	others
COc1ccc2nc(C3CCCCC3)c3c(c2c1)CCC3	·	i	35	·	i
COc1ccc(-c2oc3ccc(-c4cc(OC)c(OC)c(OC)c4)cc3c2-c2ccc(OC)cc2)cc1	·	i	29	·	i
NC1(C(=O)O)CC1	·	i	38	·	i
CC1(c2nnc(-c3ccc(F)cc3)o2)CC(c2ccncc2)=NO1 (stereo unspecified)	·	i	10	·	i
COC(=O)C[C@H]1c2cc(F)cc(F)c2S(=O)(=O)N1C1CCN(Cc2ccccc2)CC1	·	i	23	·	i
CCCNC(=O)C1(CC2CC(c3ccccc3)=NO2)CCN(C(=O)C2(C)CC2)CC1 (stereo unspecified)	·	i	17	·	i
C/C(=C\C(=O)OCCCCCCCCC(=O)O)C[C@@H]1OC[C@H](C[C@@H]2O[C@H]2[C@@H](C)[C@H](C)O)[C@@H](O)[C@H]1O	·	i	12	·	i
COc1ccc(-c2csc(NC(CO)c3nc4ccccc4n3CCCO)n2)cc1 (stereo unspecified)	·	i	16	·	i
CCOC(=O)C[C@H]1c2ccccc2S(=O)(=O)N1Cc1ccc(Cl)cc1	·	i	31	·	i
CCCCCCCCCCCCN1[C@@H](CC(C)=O)c2cc(F)ccc2S1(=O)=O	·	i	21	·	i
CNC(C)C#Cc1ccc2c(=O)c3cc(C)c(C)cc3oc2c1 (stereo unspecified)	·	i	17	·	i
CC(C)=CCc1c([C@@H]2CCc3ccc(O)cc3O2)cc2c(c1O)OC(C)(C)C=C2	·	i	41	·	i
CC1(c2nnc(-c3cccc(Cl)c3)o2)CC(c2ccc(C#N)cc2)=NO1 (stereo unspecified)	·	i	42	·	i
O=C(O)C(S)C(S)C(=O)O (stereo unspecified)	·	i	13	·	i
CCC1(CC)C(=O)C2=C3C1[C@H](C(=O)OC)CC(C(=O)OC)C[C@H]3[C@H]1C(=O)N(c3ccccc3)C(=O)[C@H]1[C@H]2C (stereo partly specified)	·	i	38	·	i
COc1c2ccoc2cc2oc(C)cc(=O)c12	·	i	34	·	i
COC(C[C@H]1O[C@@H]1[C@H](O)[C@H](C)OCc1ccccc1)OC	·	i	13	·	i
NC(=O)C1=C[C@@H](c2ccccc2)C[C@@H](OCCCCO)O1	·	i	30	·	i
CC(=O)N1[C@H](C)C=C[C@]1(Cc1ccccc1)C(=O)NCCN1CCOCC1	·	i	17	·	i
COc1ccc(C2=NOC(c3nnc(-c4ccccc4)o3)C2)cc1 (stereo unspecified)	·	i	49	·	i
Cc1ccc(Cn2c(CCNc3nc(-c4ccc(C)cc4)cs3)nc3cc(C(=O)NCCCO)ccc32)cc1	·	i	10	·	i
COc1cccc(N2[C@@H](CC(C)=O)c3ccccc3S2(=O)=O)c1	·	i	27	·	i
COC(=O)C1=C(CCc2ccccc2)NC(=O)NC1c1ccc(Cl)cc1 (stereo unspecified)	·	i	21	·	i
CCCNC(=O)c1c(CSc2ccc(Cl)cc2)noc1C(=O)NCc1ccccc1	·	i	28	·	i
CCn1nc(Cc2cccc3ccccc23)c(C#N)c1N	·	i	22	·	i
CC(=O)C[C@H]1c2cc(C(F)(F)F)ccc2S(=O)(=O)N1c1ccc(N(C)C)cc1	·	i	26	·	i
COc1ccc([C@H]2/C=C\CN(C(=O)CC(C)(C)C)[C@@H](C)C(=O)N2Cc2ccc(F)cc2)cc1	·	i	34	·	i
CCO[C@H]1OC(C(=O)NCc2nc3ccccc3[nH]2)=C[C@@H](c2ccc3c(c2)OCO3)[C@@H]1CCCO	·	i	41	·	i
CCCC(C(=O)OCCN(CC)CC)(c1ccccc1)c1ccccc1	·	i	30	·	i
CC(=O)N[C@H](Cc1c[nH]c2ccccc12)C(=O)O	·	i	12	·	i
CN1CCCC1CCNc1ccc2sc3ccccc3c(=O)c2c1 (stereo unspecified)	·	i	19	·	i
CC1(OC(=O)c2ccco2)C(=O)C=C2C=C(C3CC3)OC=C2C1=O (stereo unspecified)	·	i	17	·	i
